Screening results from PubChem.
LEDGF integ inh: blocks HIV-1 LEDGF/p75-dependent DNA integration | TR-FRET IN-LEDGF/p75 DNA integration, Eu/Cy5 | inhibition, % at 3.7 µM | hit rate 0.64% among 370,000;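 active means inhibition above the screen-wide mean plus 3 SD, cut at about 13% in these data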;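 further: signal is the Cy5 over europium emission ratio at 671 and 618 nm; 0% = plate median of compound wells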
ARFGAP1 inh: inhibitors of rat ARFGAP1; Arfgap1-stimulated ARF1 GTP hydrolysis, GDP FP detection; hit rate 0.26% among 360,000; inhibition, % at 16.5 µM; AID 651572;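 active means inhibition above a per-plate limit, mean inhibition of low control wells plus 3 SD, cut at about 25% in these data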;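 further: 0% = DMSO wells with enzyme and 100% = wells lacking Arfgap1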
Target sequence (Q62848 1-136 limits assumed): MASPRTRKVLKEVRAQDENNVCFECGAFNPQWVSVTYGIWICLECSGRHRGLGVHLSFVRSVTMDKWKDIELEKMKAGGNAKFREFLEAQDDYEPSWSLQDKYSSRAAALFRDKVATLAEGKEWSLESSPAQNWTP
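Assay system: purified rat His6-Arfgap1 residues 1-136 (GAP domain); Reagent: human Δ17 ARF1 bound to GTP; Dosing: 16.5 µM single point, 1.26% DMSO; Times: GTP hydrolysis reaction 2 h at 25 °C; Signal: FP, GDP Alexa 633 tracer displaced from anti-GDP antibody, 620/688 nm; Measure: % inhibition from polarization.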
ASAP1 GAP inh: inhibitors of human ASAP1 ArfGAP activity; hit rate 0.19% among 360,000; ASAP1-stimulated ARF1 GTP hydrolysis, GDP FP detection; Q9ULH1; inhibition, % at 16.5 µM; in the data active means inhibition above about 25%;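 further: 0% = vehicle with enzyme and substrate and 100% = no enzyme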
Target sequence (Q9ULH1 325-724 limits assumed): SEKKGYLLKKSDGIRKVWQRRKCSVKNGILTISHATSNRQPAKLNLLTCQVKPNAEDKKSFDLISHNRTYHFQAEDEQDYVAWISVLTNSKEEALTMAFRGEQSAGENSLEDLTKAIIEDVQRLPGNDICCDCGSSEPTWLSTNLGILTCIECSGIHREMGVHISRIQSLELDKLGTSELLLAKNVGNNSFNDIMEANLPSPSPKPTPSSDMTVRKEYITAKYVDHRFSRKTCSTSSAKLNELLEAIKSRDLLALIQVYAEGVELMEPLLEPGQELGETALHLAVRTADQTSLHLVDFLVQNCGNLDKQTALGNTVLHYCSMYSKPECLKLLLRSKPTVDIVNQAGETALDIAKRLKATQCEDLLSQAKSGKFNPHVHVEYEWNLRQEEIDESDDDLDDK
PLCg1 inh: PLC-gamma1 (human) inhibition, primary screen; purified PLC-gamma1, fluorogenic substrate, fluorescence; inhibition, % at 12.2 µM; hit rate 0.84% among 370,000; in the data active means inhibition above about 9.5%
ADAM17 inh: inhibits human ADAM17. P78536. recombinant ADAM17, EDANS/DABCYL FRET peptide cleavage. inhibition, % at 6.95 µM. hit rate 0.83% among 370,000. AID 720648;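 active means inhibition above the mean of compounds lying between control limits plus 3 SD, set per campaign, cut at about 8.5% in these data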;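 further: 0% = DMSO-only wells as the low control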
TDP2 absorb: blocks human TDP2 phosphodiesterase activity | O95551 | inhibition, % at 12.8 µM | hit rate 0.34% among 370,000 | recombinant TDP2, T5PNP hydrolysis, p-nitrophenol absorbance 415 nm;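 active means inhibition above the mean of all tested compounds plus 3 SD, set per campaign, cut at about 25% in these data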;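 further: 0% = DMSO with enzyme and 100% = buffer with substrate but no TDP2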
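Assay system: Recombinant human TDP2 | Quantity: 120 nM TDP2 per well | Incubation: 2 h at 37 °C | Signal: Epi absorbance | Evaluation: Percent inhibition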
Tn7 DDE FP: disrupts Tn7 cyclic peptide binding to fibrin D-Dimer-E complex. hit rate 0.13% among 370,000. P02675. FP displacement of FITC-Tn7 peptide from fibrin DD(E); 0% = median of compound wells per plate. inhibition, % at 8.3 µM. AID 720508;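 active means inhibition above the mean of compounds falling within the control limits plus 3 SD of them, cut at about 14% in these data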;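 further: 0% = plate median of compound wells and 100% = 10 µM Aha-Tn7 peptide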
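system = human fibrin DD(E) protein | quantity = DD(E) 2 µM final | medium = Tris/NaCl/CaCl2 buffer, pH 7.8 | also added = labelled Tn7 tracer, 0.1 µM | compound dosing = single point at 8.3 µM | timing = compound with protein 10 min, then 3 h after probe, room temperature | signal = FP measurement | benchmarks = Aha-Tn7 high control | repeats = one replicate per compound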
ADAM10 inh: ADAM10 inhibition, QFRET primary screen; O14672; recombinant ADAM10, EDANS/DABCYL FRET peptide cleavage, 3 h; inhibition, % at 7 µM; hit rate 0.62% among 370,000; AID 720582;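 active means inhibition above a per-campaign cutoff equal to the mean of compounds falling between control-based bounds plus 3 SD, cut at about 20% in these data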;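 further: 0% = DMSO wells while the 100% control is not disclosed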
Target sequence (O14672 214-748 limits assumed): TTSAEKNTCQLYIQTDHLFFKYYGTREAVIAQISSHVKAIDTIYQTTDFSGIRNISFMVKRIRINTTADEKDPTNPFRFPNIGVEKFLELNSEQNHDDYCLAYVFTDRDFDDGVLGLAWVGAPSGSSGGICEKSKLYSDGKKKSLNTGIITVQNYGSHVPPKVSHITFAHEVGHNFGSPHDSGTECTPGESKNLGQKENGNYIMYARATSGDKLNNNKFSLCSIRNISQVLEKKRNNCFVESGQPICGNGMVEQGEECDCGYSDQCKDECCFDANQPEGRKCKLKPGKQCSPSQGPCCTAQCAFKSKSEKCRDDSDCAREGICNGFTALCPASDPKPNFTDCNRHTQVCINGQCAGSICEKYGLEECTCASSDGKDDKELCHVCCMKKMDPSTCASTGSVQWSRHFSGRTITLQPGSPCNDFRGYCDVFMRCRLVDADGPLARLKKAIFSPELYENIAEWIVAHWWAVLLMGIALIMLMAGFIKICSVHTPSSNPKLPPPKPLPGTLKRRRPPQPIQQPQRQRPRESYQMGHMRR
proKLK7 act: activates the human kallikrein-7 zymogen. purified proKLK7, EDANS-DABCYL substrate fluorescence; 100% is mature enzyme control, 0% vehicle. hit rate 0.9% among 370,000. activation, % at 7 µM;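 active means activation above the mean of all tested compounds plus 3 SD, computed per campaign excluding outliers beyond control limits, cut at about 13% in these data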
DDE Tn6 FP inh: inhibitors of Tn6 peptide binding to human fibrin DD(E) | P02675 | Fibrin DD(E) TRITC-Tn6 fluorescence polarization displacement | inhibition, % at 8.3 µM | hit rate 0.21% among 370,000;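 active means inhibition above a per-campaign cutoff: mean of compounds within control limits plus 3 SD, cut at about 15% in these data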;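 further: 0% = median of all compound wells on the plate and 100% = blocking peptide control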
* = called active by the depositor.

Start of the data: the first 2 entries as a preview:
Results for CC1C(=O)N2CCCc3cc(NC(=O)C(=O)NCCN4CCOCC4)cc1c32 (centres undefined) ?
LEDGF integ inh: 1.7; ARFGAP1 inh: -0.3; ASAP1 GAP inh: -2.6; PLCg1 inh: -5.8; ADAM17 inh: 0.4; TDP2 absorb: 5.2; Tn7 DDE FP: -7.2; ADAM10 inh: -4.6; proKLK7 act: 0.2; DDE Tn6 FP inh: 4.4

How did N/N=C1\CCCc2nonc21 do in these assays?
LEDGF integ inh: -2.7; ARFGAP1 inh: 8.2; ASAP1 GAP inh: -1.6; PLCg1 inh: 1.9; ADAM17 inh: -4.3; TDP2 absorb: -1.4; Tn7 DDE FP: 1.7; ADAM10 inh: -8.4; proKLK7 act: 0.0; DDE Tn6 FP inh: 2.4

The list itself, repeating the preview:
Results for CC1C(=O)N2CCCc3cc(NC(=O)C(=O)NCCN4CCOCC4)cc1c32 (centres undefined) ?
LEDGF integ inh: 1.7; ARFGAP1 inh: -0.3; ASAP1 GAP inh: -2.6; PLCg1 inh: -5.8; ADAM17 inh: 0.4; TDP2 absorb: 5.2; Tn7 DDE FP: -7.2; ADAM10 inh: -4.6; proKLK7 act: 0.2; DDE Tn6 FP inh: 4.4

How did N/N=C1\CCCc2nonc21 do in these assays?
LEDGF integ inh: -2.7; ARFGAP1 inh: 8.2; ASAP1 GAP inh: -1.6; PLCg1 inh: 1.9; ADAM17 inh: -4.3; TDP2 absorb: -1.4; Tn7 DDE FP: 1.7; ADAM10 inh: -8.4; proKLK7 act: 0.0; DDE Tn6 FP inh: 2.4

Results for Cc1ccc(N(C)C(=O)c2ccc3c(Cl)c4c(nc3c2)CCC4)cc1C ?
LEDGF integ inh: 0.7; ARFGAP1 inh: -8.5; ASAP1 GAP inh: -16.6; PLCg1 inh: 1.0; ADAM17 inh: 3.7; TDP2 absorb: 0.2; Tn7 DDE FP: 2.1; ADAM10 inh: 1.6; proKLK7 act: 0.1; DDE Tn6 FP inh: -6.5

Results for C=CCN1C(=O)[C@H]2CCC=C[C@H]2[C@@H]1c1cccc(C)c1 ?
LEDGF integ inh: 0.1; ARFGAP1 inh: -3.6; ASAP1 GAP inh: -0.6; PLCg1 inh: -1.4; ADAM17 inh: -3.0; TDP2 absorb: 1.8; Tn7 DDE FP: -6.7; ADAM10 inh: -18.7; proKLK7 act: 0.7; DDE Tn6 FP inh: -2.5

What do the screens show for `COC(=O)c1ccc(NC(=O)CCN2C(=O)C3C4CCC(C4)C3C2=O)cc1` (centres undefined)?
LEDGF integ inh: 1.1; ARFGAP1 inh: -1.1; ASAP1 GAP inh: -6.5; PLCg1 inh: -1.6; ADAM17 inh: -2.2; TDP2 absorb: 5.5; Tn7 DDE FP: 1.4; ADAM10 inh: -7.4; proKLK7 act: 0.1; DDE Tn6 FP inh: 8.3

How did CN(C)C(=O)c1cccc(-c2cccc3nccn23)c1 do in these assays?
LEDGF integ inh: 1.3; ARFGAP1 inh: -2.4; ASAP1 GAP inh: 12.9; PLCg1 inh: -89.1; ADAM17 inh: -81.2; TDP2 absorb: -6.8; Tn7 DDE FP: -0.5; ADAM10 inh: -258.3; proKLK7 act: 1.7; DDE Tn6 FP inh: -7.6

Results for CC(C)NC(=O)NC(=O)COc1ncnc2sccc12 ?
LEDGF integ inh: 0.1; ARFGAP1 inh: -10.3; ASAP1 GAP inh: -6.3; PLCg1 inh: -3.0; ADAM17 inh: -0.8; TDP2 absorb: 13.6; Tn7 DDE FP: -3.8; ADAM10 inh: 4.1; proKLK7 act: 0.2; DDE Tn6 FP inh: 0.8

Results for COc1ccc(CCNC(=O)COC(=O)C2COc3ccccc3O2)cc1 (centres undefined) ?
LEDGF integ inh: -0.1; ARFGAP1 inh: 0.6; ASAP1 GAP inh: 9.0; PLCg1 inh: 0.1; ADAM17 inh: -0.2; TDP2 absorb: 8.7; Tn7 DDE FP: -5.8; ADAM10 inh: -7.5; proKLK7 act: -0.3; DDE Tn6 FP inh: -4.2

Results for NC(=O)C(c1ncc(C(F)(F)F)cc1Cl)c1c(Cl)cccc1Cl (centres undefined) ?
LEDGF integ inh: 2.2; ARFGAP1 inh: 9.2; ASAP1 GAP inh: -5.4; PLCg1 inh: 4.6; ADAM17 inh: 4.4; TDP2 absorb: 6.2; Tn7 DDE FP: -7.7; ADAM10 inh: 1.1; proKLK7 act: -0.1; DDE Tn6 FP inh: -9.0

How did COC(=O)/C(=N\OCc1ccc(C#N)cc1)c1c(C)nn(C)c1C do in these assays?
LEDGF integ inh: -0.2; ARFGAP1 inh: -2.0; ASAP1 GAP inh: -10.3; PLCg1 inh: -1.2; ADAM17 inh: -3.1; TDP2 absorb: -3.9; Tn7 DDE FP: 5.9; ADAM10 inh: 11.4; proKLK7 act: 0.1; DDE Tn6 FP inh: -4.9

What do the screens show for `O=C(O)/C=C/C(=O)Nc1nccs1`?
LEDGF integ inh: 5.2; ARFGAP1 inh: -5.7; ASAP1 GAP inh: -0.7; PLCg1 inh: 1.8; ADAM17 inh: -1.8; TDP2 absorb: 9.7; Tn7 DDE FP: -5.8; ADAM10 inh: -1.1; proKLK7 act: -0.1; DDE Tn6 FP inh: 2.5

How did C=CCNC(=S)N/N=C1\CCS(=O)(=O)c2ccccc21 do in these assays?
LEDGF integ inh: 0.8; ARFGAP1 inh: 6.8; ASAP1 GAP inh: 7.9; PLCg1 inh: 2.5; ADAM17 inh: -2.5; TDP2 absorb: 2.9; Tn7 DDE FP: -3.0; ADAM10 inh: -6.7; proKLK7 act: -0.3; DDE Tn6 FP inh: -2.3

Results for CCN(CC)C(=O)[C@H]1C[C@H](CC(=O)NCCCn2ccnc2)C(=O)N2CCc3c([nH]c4cc(-c5ccco5)ccc34)[C@]12C ?
LEDGF integ inh: 1.1; ARFGAP1 inh: 2.7; ASAP1 GAP inh: 6.1; PLCg1 inh: -138.3; ADAM17 inh: -57.5; TDP2 absorb: -0.2; Tn7 DDE FP: 4.7; ADAM10 inh: -208.9; proKLK7 act: 94.5*; DDE Tn6 FP inh: -2.7

How did O=C1CCC(C(=O)NCc2ccccc2)N1 (centres undefined) do in these assays?
LEDGF integ inh: -6.5; ARFGAP1 inh: 8.9; ASAP1 GAP inh: -8.4; PLCg1 inh: -0.2; ADAM17 inh: -1.6; TDP2 absorb: -8.8; Tn7 DDE FP: -4.7; ADAM10 inh: 0.7; proKLK7 act: -0.5; DDE Tn6 FP inh: 3.6

What do the screens show for `COc1ccc(NC2CCCN(C(=O)c3cc(C)nc4cc(F)ccc34)C2)cc1` (centres undefined)?
LEDGF integ inh: 2.0; ARFGAP1 inh: -8.9; ASAP1 GAP inh: -1.0; PLCg1 inh: 0.9; ADAM17 inh: -3.8; TDP2 absorb: -12.4; Tn7 DDE FP: 2.0; ADAM10 inh: -5.0; proKLK7 act: 0.5; DDE Tn6 FP inh: -8.8

Results for COc1ccc(C(CC(=O)NCCN2CCOCC2)NS(=O)(=O)c2ccc(C)cc2)cc1 (centres undefined) ?
LEDGF integ inh: 0.5; ARFGAP1 inh: 19.4; ASAP1 GAP inh: -4.9; PLCg1 inh: -0.4; ADAM17 inh: -1.6; TDP2 absorb: 7.7; Tn7 DDE FP: -3.2; ADAM10 inh: -10.2; proKLK7 act: 0.2; DDE Tn6 FP inh: 1.0

Results for CSc1ccc(CN(C)CCc2ccccn2)cc1 ?
LEDGF integ inh: -2.7; ARFGAP1 inh: 12.6; ASAP1 GAP inh: -1.6; PLCg1 inh: -1.2; ADAM17 inh: -1.5; TDP2 absorb: 9.7; Tn7 DDE FP: 4.2; ADAM10 inh: -0.8; proKLK7 act: 0.3; DDE Tn6 FP inh: -6.8

What do the screens show for `COc1ccc(OC)c(/C=C/C(=O)OCC(=O)Nc2ccc3c(c2)OCCO3)c1`?
LEDGF integ inh: 3.6; ARFGAP1 inh: 6.7; ASAP1 GAP inh: -9.8; PLCg1 inh: -164.7; ADAM17 inh: -23.8; TDP2 absorb: -22.8; Tn7 DDE FP: -3.7; ADAM10 inh: -59.7; proKLK7 act: -1.1; DDE Tn6 FP inh: -3.5

How did O=S(=O)(c1ccc2c(c1)OCCO2)N(Cc1ccc(F)cc1)Cc1nnc(-c2cccs2)o1 do in these assays?
LEDGF integ inh: 0.5; ARFGAP1 inh: 2.6; ASAP1 GAP inh: -7.3; PLCg1 inh: 0.6; ADAM17 inh: 3.8; TDP2 absorb: -11.5; Tn7 DDE FP: 0.1; ADAM10 inh: 11.3; proKLK7 act: 1.3; DDE Tn6 FP inh: -0.1

Results for CCCc1cc(C(=O)OC)c(NC(=O)c2cc(C)on2)s1 ?
LEDGF integ inh: 1.0; ARFGAP1 inh: 16.1; ASAP1 GAP inh: 9.5; PLCg1 inh: -7.5; ADAM17 inh: -5.2; TDP2 absorb: -5.3; Tn7 DDE FP: -4.6; ADAM10 inh: -3.2; proKLK7 act: 0.4; DDE Tn6 FP inh: 2.5

What do the screens show for `Cc1oc2c(c1C(=O)NCCCC(=O)O)CCCC2`?
LEDGF integ inh: -0.5; ARFGAP1 inh: 5.1; ASAP1 GAP inh: 1.0; PLCg1 inh: -1.0; ADAM17 inh: -1.2; TDP2 absorb: -7.9; Tn7 DDE FP: 2.4; ADAM10 inh: 0.7; proKLK7 act: 0.5; DDE Tn6 FP inh: -1.8

Results for O=C(c1cccc(S(=O)(=O)NCc2ccccc2)c1)N1CCN(c2ccccc2Cl)CC1 ?
LEDGF integ inh: 0.2; ARFGAP1 inh: 10.6; ASAP1 GAP inh: 4.5; PLCg1 inh: -1.0; ADAM17 inh: 5.9; TDP2 absorb: -13.8; Tn7 DDE FP: 5.7; ADAM10 inh: 8.2; proKLK7 act: -0.5; DDE Tn6 FP inh: 5.4

Results for O=S1(=O)CCN2C(c3ccc4c(c3)CCCC4)=CSC2=N1 ?
LEDGF integ inh: 1.7; ARFGAP1 inh: -9.0; ASAP1 GAP inh: -4.8; PLCg1 inh: 0.9; ADAM17 inh: 8.7*; TDP2 absorb: -14.0; Tn7 DDE FP: 3.4; ADAM10 inh: 7.9; proKLK7 act: -0.3; DDE Tn6 FP inh: 1.4

How did CCN(CC)CCNCC(O)(c1ccc(Cl)cc1)c1ccc(Cl)cc1 do in these assays?
LEDGF integ inh: 3.4; ARFGAP1 inh: -5.1; ASAP1 GAP inh: 10.0; PLCg1 inh: 4.0; ADAM17 inh: -2.7; TDP2 absorb: 6.0; Tn7 DDE FP: 1.6; ADAM10 inh: 8.3; proKLK7 act: 0.3; DDE Tn6 FP inh: 1.7

Results for O=c1c2c3nc4ccccc4nc3n(Cc3ccccc3)c2ncn1Cc1ccco1 ?
LEDGF integ inh: 6.6; ARFGAP1 inh: -21.6; ASAP1 GAP inh: -8.0; PLCg1 inh: -122.5; ADAM17 inh: -320.4; TDP2 absorb: -13.3; Tn7 DDE FP: -1.3; ADAM10 inh: inactive; proKLK7 act: -24.7; DDE Tn6 FP inh: -8.4
